# Source: PubChem (several laboratories)
# CHRM4 agonist: human M4 muscarinic receptor agonists, primary screen, CHO-K1 cells, Fluo-8 calcium fluorescence | 360,000 compounds, 0.14% hits | activation, % at 3 µM | Muscarinic acetylcholine receptor M4 (Homo sapiens), P08173 | AID 624127, 2012 | CHO-K1 hM4/Gqi5; vehicle 0%, full acetylcholine response 100%;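 active = activation above the run mean over all test wells plus 3 SD, cut at about 32% in these data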;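 also: peak over basal fluorescence ratio per well then scaled between controls; 0% = DMSO wells and 100% = acetylcholine at EC100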
# Target sequence (P08173 whole entry, looked up): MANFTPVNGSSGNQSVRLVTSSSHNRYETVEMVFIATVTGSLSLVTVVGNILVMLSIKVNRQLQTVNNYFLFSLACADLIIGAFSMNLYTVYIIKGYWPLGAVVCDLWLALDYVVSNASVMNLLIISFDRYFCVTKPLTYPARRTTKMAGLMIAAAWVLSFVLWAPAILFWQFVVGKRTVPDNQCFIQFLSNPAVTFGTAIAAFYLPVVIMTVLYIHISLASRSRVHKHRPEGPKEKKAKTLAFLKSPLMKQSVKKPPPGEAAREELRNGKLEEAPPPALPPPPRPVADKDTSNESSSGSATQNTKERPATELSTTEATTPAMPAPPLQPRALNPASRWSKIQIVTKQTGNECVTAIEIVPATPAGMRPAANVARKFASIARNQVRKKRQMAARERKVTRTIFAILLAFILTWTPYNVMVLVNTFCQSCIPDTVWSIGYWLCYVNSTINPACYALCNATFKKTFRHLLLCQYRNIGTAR
# CRFBP-R2 block: antagonists of CRF-BP/CRF-R2 complex, primary screen, cell-based, HEK293, calcium dye fluorescence, uHTS; AID 588475, 2011; CRF-induced calcium fluorescence; inhibition, % at 11.8 µM; 350,000 compounds, 0.59% hits;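 active = inhibition of the ligand-induced calcium signal above about 50% at the single tested concentration, limit read from the data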
# IDE cell inh: human IDE inhibitors in live cells, primary screen, fluorescence polarization, HEK cells, FAbetaB substrate. FAbetaB cleavage. 320,000 compounds, 0.41% hits. Insulin-degrading enzyme (Homo sapiens), P14735. inhibition, % at 5.59 µM;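 active = percent inhibition above the average of all tested compounds plus 3 SD, set per screening campaign, cut at about 16% in these data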;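 also: IDE supplied by intact live HEK cells; FP after avidin binding of uncleaved biotin substrate so inhibition keeps polarization high; 0% = DMSO wells and 100% = 60 µM reference IDE inhibitor Ii1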
# CHRM5 PAM: human M5 muscarinic receptor positive allosteric modulators, primary screen, CHO-K1 cells, Fluo-8 calcium fluorescence; Muscarinic acetylcholine receptor M5 (Homo sapiens), P08912; CHO-K1 hM5, ACh EC20 PAM; 0% = ACh EC20, 100% = ACh EC100; activation, % at 3 µM; 360,000 compounds, 0.3% hits; AID 624038, 2012;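 active = activation above the run cutoff, the mean activation of all test compounds plus 3 SD, cut at about 18% in these data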
# Target sequence (P08912 whole entry, looked up): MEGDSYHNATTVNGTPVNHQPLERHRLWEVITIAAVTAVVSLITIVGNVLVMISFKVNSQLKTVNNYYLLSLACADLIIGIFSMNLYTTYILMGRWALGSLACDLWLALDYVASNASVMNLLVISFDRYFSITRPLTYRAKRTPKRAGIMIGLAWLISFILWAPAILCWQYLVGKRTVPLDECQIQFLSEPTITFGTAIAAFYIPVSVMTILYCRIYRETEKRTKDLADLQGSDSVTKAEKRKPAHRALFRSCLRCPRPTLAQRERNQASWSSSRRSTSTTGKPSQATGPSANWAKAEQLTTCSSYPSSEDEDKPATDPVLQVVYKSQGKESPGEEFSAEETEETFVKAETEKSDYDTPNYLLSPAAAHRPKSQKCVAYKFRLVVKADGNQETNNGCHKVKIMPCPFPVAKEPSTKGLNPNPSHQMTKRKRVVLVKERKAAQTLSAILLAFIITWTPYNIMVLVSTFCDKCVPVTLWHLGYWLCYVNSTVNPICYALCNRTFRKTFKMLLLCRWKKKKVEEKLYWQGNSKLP
#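 Replicates: One well per compound, no replicates | System: Human M5 receptor in CHO-K1 cells | Benchmarks: Low control EC20 acetylcholine (0%), high control EC100 acetylcholine (100%) | Probe or stimulus: Acetylcholine, EC20 level | Times: Fluo-8 loading 80 min at 37 °C plus 30 min room temperature | Signal: Intracellular calcium via Fluo-8 fluorescence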
# CHRM5 antagonist: human M5 muscarinic receptor antagonists, primary screen, CHO cells, Fluo-8 calcium fluorescence; Muscarinic acetylcholine receptor M5 (Homo sapiens), P08912; CHO-hM5 cells, ACh EC80; inhibition, % at 3 µM; 360,000 compounds, 0.59% hits; AID 624040, 2012;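 active = inhibition above a per-plate cutoff, the mean of that plate's test compounds plus 3 SD, cut at about 27% in these data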;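 also: 0% = acetylcholine EC80 with DMSO and 100% = DMSO without agonist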
# M4 PAM: human M4 muscarinic receptor positive allosteric modulators, primary screen, CHO-K1 cells, Fluo-8 calcium fluorescence; CHO-K1 hM4/Gqi5, ACh EC20; 0% = ACh EC20, 100% = maximal ACh; activation, % at 3 µM; 360,000 compounds, 0.4% hits;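 active = activation above its plate's cutoff, the mean activation of sample wells plus 3 SD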; also: some results filed as inactive read as strong as hits
# CHRM4 antagonist: human M4 muscarinic receptor antagonists, primary screen, CHO cells, Fluo-8 calcium fluorescence | Muscarinic acetylcholine receptor M4 (Homo sapiens), P08173 | CHO-hM4 cells, ACh EC80 | inhibition, % at 3 µM | 360,000 compounds, 0.73% hits | AID 624125, 2012;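 active = inhibition above its plate's cutoff, the mean inhibition of sample wells plus 3 SD, cut at about 27% in these data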;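 also: 0% = acetylcholine EC80 with DMSO and 100% = DMSO without agonist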
# CHRM5 agonist: human M5 muscarinic receptor agonists, primary screen, CHO-K1 cells, Fluo-8 calcium fluorescence; Muscarinic acetylcholine receptor M5 (Homo sapiens), P08912; CHO-K1 hM5 cells; 0% DMSO wells, 100% maximal acetylcholine response; activation, % at 3 µM; 360,000 compounds, 0.19% hits;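 active = activation above the run's mean over test compounds plus 3 SD, cut at about 23% in these data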;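 also: signal is peak over basal fluorescence ratio across the kinetic read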
# CRFR2-BP ag: agonists of CRF-BP/CRF-R2 complex, primary screen, cell-based, HEK293, calcium dye fluorescence, uHTS. 350,000 compounds, 0.46% hits. activation, % at 13.2 µM. calcium dye fluorescence (FLIPR); percent of saturating CRF peptide response;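 active = activation of at least 50%, plus an integration ratio under a set limit after plate pattern correction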;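 also: plate controls were neutral control wells without compound for no effect and CRF at EC100 for full effect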
# * marks the source's active call; other numbers are inactive results; . = not tested or not shown.
CHRM4 agonist	CRFBP-R2 block	IDE cell inh	CHRM5 PAM	canonical_smiles	CHRM5 antagonist	M4 PAM	CHRM4 antagonist	CHRM5 agonist	CRFR2-BP ag
3	8	6	0	CCOC(=O)CSc1nc2ccc(Nc3nc(N4CCOCC4)nc(N4CCOCC4)n3)cc2s1	5	-2	5	0	-0.7
2	9	5	-7	CC1Cc2ccccc2N1C(=O)COC(=O)CCc1nc2ccccc2c(=O)[nH]1 (stereo not given)	7	-10	0	1	-0.4
12	8	1	-12	COc1cc(C(=O)NCCOc2cc(C)ccc2C(C)C)cc(OC)c1OC	17	-4	2	0	-0.7
1	1	1	14	[O-]/C(=C(\C(=S)Nc1cccc2ccccc12)[n+]1ccccc1)c1cccs1	8	8	-2	-7	-3.4
0	-10	0	-7	O=C(c1cn(CC(=O)N2CCCC2)c2ccccc12)C1CCCCC1	5	5	-5	-2	-0.5
1	-9	2	-5	COc1cccc(NC(=O)NCc2ccc(F)cc2)c1	7	9	-2	-1	-2.2
0	-47	2	-9	CCCOc1ccc2c(=O)c(N3C(=O)c4ccccc4C3=O)c(C)oc2c1	9	-9	12	-5	0.2
11	-17	.	0	CCCN(CCC)CC(O)Cn1cc(/C=C/C(=O)c2ccccc2)c2ccccc21 (stereo not given)	8	-5	6	0	8.2
2	19	2	1	O=C1c2cccnc2C(O)N1Cc1ccco1 (stereo not given)	2	1	2	1	-3.6
1	3	-12	0	CC(C)C(c1nnnn1CC1CCCO1)N1CCN(Cc2ccc3c(c2)OCO3)CC1 (stereo not given)	4	-1	-2	-3	-0.6
0	16	-1	-6	CCOC(=O)C1=C(C)C(c2cccc(Oc3ccccc3)c2)NC(=S)N1 (stereo not given)	6	0	4	-6	-1.5
3	-5	1	6	COc1ccc(CCN(C)CC(O)COc2c(C)ccc(C)c2C)cc1OC (stereo not given)	-1	-4	-12	-3	4.0
1	-6	0	-7	COc1ccc(C23NCCN2C(=O)c2ccccc23)cc1 (stereo not given)	2	-2	2	1	-0.2
0	7	-1	-4	CC(=O)c1ccc(OCc2cc(C(=O)NC3CCCCC3)no2)cc1	14	8	11	-4	2.2
1	-4	8	2	COc1ccc(Oc2cc(Cl)nc(N)n2)cc1	-6	-3	7	1	2.1
3	21	2	2	O=C(O)C1C2C=CC(C2)C1C(=O)Nc1cccc(C(=O)N2CCCCC2)c1 (stereo not given)	-8	5	-4	4	-0.2
-2	49	-2	1	Cn1cc(S(=O)(=O)N2CCCC2)cc1C(=O)Nc1cccc(C(F)(F)F)c1	1	3	8	-3	-0.4
4	.	.	-3	CC1(C(=O)Nc2ccc3c(c2)OCCO3)CCC(=O)N1CCc1c[nH]c2ccccc12 (stereo not given)	0	-2	3	3	.
1	4	7	-2	O=C(c1ccccc1N1CCOCC1)N1CCCC(Nc2ccc(F)cc2)C1 (stereo not given)	7	-4	-10	-3	-0.3
1	-7	-4	0	Cc1ccc2c(c1)NC(=O)C(N1CCOCC1)(C(F)(F)F)O2 (stereo not given)	-6	3	-1	-12	1.1
0	.	.	-3	CC(C)NC(=O)CN1CCN(C(c2ccnc3ccccc23)c2nnnn2-c2ccc3c(c2)OCCO3)CC1 (stereo not given)	5	2	7	-2	.
8	-3	2	-1	O=C(c1ccc(C(F)(F)F)cc1)N1CCC(=O)N(C(COCc2ccc(Cl)cc2)Cc2ccccc2)CC1 (stereo not given)	2	6	-10	-4	-1.3
4	5	2	2	O=C(C1CCCC1)N1CCC(CC2CC(c3ccc(Cl)cc3)=NO2)(C(=O)NCC2CCCCC2)CC1 (stereo not given)	3	4	-2	-3	-1.0
6	18	-8	-2	Cc1cc(Br)ccc1OCCCCNC(C)(C)C	-3	-9	5	-10	6.0
0	-6	0	-3	CCN1CCc2nc(NC(=O)c3ccccc3)sc2C1	4	6	15	0	3.9
1	8	2	-5	Cn1c(C(=O)NCc2cccs2)cc2c(=O)n(C)c3ccccc3c21	5	0	-6	1	1.4
0	-15	-2	9	C/C(=N\NC(=S)NC(C)C)c1ccc(C(C)(C)C)cc1	-4	15	-14	-8	-0.9
2	.	.	11	O=C(C[C@@H]1C=C[C@@H](NC(=O)C2CC2)[C@@H](CO)O1)NCc1ccccc1Cl	-6	14	-3	3	.
0	-1	.	4	COc1ccccc1-c1nnc(SC(C)C(=O)NCC2CCCO2)n1C (stereo not given)	-5	0	5	2	-0.9
-1	1	-1	-4	CC(=O)N1CCc2cc(Br)cc(S(=O)(=O)NCCCN(C)Cc3ccccc3)c21	10	-7	-1	-6	-2.0
0	-3	.	-7	CN(C(=O)c1ccc(NC(=O)Cc2cccc(NC(=O)C3CCN(C(=O)C4CC4)CC3)c2)cc1)C1CC1	11	8	-6	2	-1.9
1	-7	-5	-5	COc1ccc(NC(=O)c2c(NC(=O)CNCc3ccco3)sc3c2CCC3)cc1	3	4	15	-3	1.0
6	8	5	5	COc1ccc(/C=C2\SC(=S)N(CCC(=O)NCCc3ccc(O)cc3)C2=O)cc1	5	0	-3	1	-1.1
2	-6	-2	3	CC1CCC(C(C)C)C(OCC(O)CNC(C)C)C1 (stereo not given)	4	-14	-5	-16	-1.2
1	-46	2	-1	O=C(Nc1nnc(CC2=CCCCC2)s1)c1cccs1	5	0	4	1	-1.0
2	-2	.	-1	CS(=O)(=O)c1ccc(Cl)c(NC(=O)CSc2nnc3n2CCCCC3)c1	7	-1	-14	0	0.6
0	-1	-1	-2	N#Cc1c(NC2CCCCC2)nc(-c2ccco2)c2c1CCCC2	-2	1	9	-2	-0.6
1	0	4	-2	O=C(Nc1ccc(F)cc1)c1ccccc1S(=O)(=O)c1ccccc1[N+](=O)[O-]	9	-2	4	0	-1.8
0	10	4	3	CCOc1cc(C2C(C#N)=C(N)Oc3n[nH]c(C)c32)ccc1OCCN1CCOCC1 (stereo not given)	-5	4	-3	-4	1.8
1	-3	0	2	CCOc1ccc(N/C=C/C(=O)c2ccc3ccccc3c2)c([N+](=O)[O-])c1	-5	3	0	-1	-3.9
1	-19	-3	1	Cc1ccc(S(=O)(=O)NC(=O)Nc2cc(C)no2)cc1	-1	10	-7	-2	-2.3
1	-4	-2	-1	Cc1c(C(=O)Nc2ccc(S(=O)(=O)Nc3ncccn3)cc2)oc2ccccc12	4	3	-8	0	0.8
14	-15	0	-39	CC(=O)N1c2c(cc(Br)cc2S(=O)(=O)N2CCN(c3ccccn3)CC2)CC1C (stereo not given)	2	-5	-10	-2	-0.1
1	34	-1	-3	COc1ccc(/C=C/C(=O)NCCOc2ccc(C)cc2)cc1	9	-1	3	-6	-3.3
10	-23	0	-40	COC(=O)C1C(=O)C2=C(CC1C)NC(C)=C(C(=O)OCc1ccc(OC)cc1)C2c1ccc(C)o1 (stereo not given)	12	-9	0	-8	2.1

# Individual results from the list.
# `COc1ccc(NC(=O)c2c(NC(=O)CNCc3ccco3)sc3c2CCC3)cc1` @ M4 PAM: 4
# `O=C(Nc1nnc(CC2=CCCCC2)s1)c1cccs1` @ CHRM5 antagonist: 5

# More results.
CHRM4 agonist	CRFBP-R2 block	IDE cell inh	CHRM5 PAM	canonical_smiles	CHRM5 antagonist	M4 PAM	CHRM4 antagonist	CHRM5 agonist	CRFR2-BP ag
2	-14	-1	-4	CC(C)c1ccccc1NCC(=O)N1CCN(Cc2ccccc2)CC1	7	-3	9	-8	2.6
-1	-8	2	1	Brc1ccc(Sc2cnc3ccccc3n2)cc1	4	2	2	0	0.6
9	6	0	3	CC1=C(c2ccc(C(C)C)cc2)S(=O)(=O)N=C1N1CCN(C(=O)c2ccco2)CC1	0	0	-7	1	0.7
2	-3	-2	7	Cc1nnc(SCC(=O)NNC(=O)COc2ccc(Cl)cc2)s1	5	7	2	-1	2.9
13	6	6	12	COc1ccc(-c2cc3ncnc(Cl)c3s2)cc1	-10	6	-20	-1	4.8
0	2	-3	10	CC(=O)C1=C(c2ccccc2)OC(N)=C(C#N)C1c1ccccc1C (stereo not given)	-5	11	-2	-1	-2.9
0	5	2	0	CCc1cc2c(SCC(=O)Nc3ncc(Cl)c(C)c3Cl)ncnc2s1	2	1	4	-3	3.1
1	-28	2	-6	O=C(N/N=C/c1ccc([N+](=O)[O-])s1)c1cccc(Br)c1	-1	4	0	-3	3.1
3	-3	0	-3	O=C(NCc1ccco1)c1cc2n(n1)C(C(F)(F)F)CC(c1ccc(Br)cc1)N2 (stereo not given)	3	-4	19	0	0.2
0	-10	8	5	Cc1ccc(CNC(=O)c2csc3c2CCCCC3)cc1	2	-1	0	2	-1.9
0	-18	4	2	CCOC(=O)CC(=O)NC(CC(=O)OC)c1ccc(Br)cc1 (stereo not given)	10	-7	4	-2	0.0
2	15	1	-1	CC(C)CC(=O)NC(=S)Nc1sc2c(c1C(N)=O)CCC2	-5	11	-22	1	-2.0
2	6	0	6	COc1ccc(OC)c(S(=O)(=O)N2CCN(C)CC2c2ccccc2)c1 (stereo not given)	2	6	-1	1	-1.8
1	.	.	2	COC(=O)C[C@H]1C=C[C@@H](NS(=O)(=O)c2ccc(C)cc2)[C@@H](CO)O1	-7	3	-4	3	.
19	-7	-1	-18	CCOC(=O)N1CCN(Cc2cn[nH]c2-c2cc3ccccc3o2)CC1	19	-16	-2	1	-4.0
1	-9	3	11	CC(C)CSc1nc2c(=O)[nH][nH]c(=O)c2n1Cc1ccccc1	-8	2	3	-1	-0.2
6	0	6	-4	Oc1ccccc1Nc1nc(NCc2ccccc2)c2ccccc2n1	3	-12	7	1	-0.4
0	-30	4	-4	COc1ccccc1C(CNC(=O)c1ccc(S(=O)(=O)NCc2ccco2)cc1)N(C)C (stereo not given)	0	12	-4	-8	3.6
14	17	-3	-7	Cc1cccc(NC(=O)CC2(CC(=O)O)CCCC2)c1	5	-9	4	1	-1.6
0	-7	4	3	Cc1cc(C(F)(F)F)nc(SCCN2CCCCC2)c1C#N	8	3	-7	-12	-2.5
0	5	.	-3	O=C(c1ccccc1)c1c[nH]c2ccccc12	10	-2	4	-4	-0.6
2	-18	0	-2	Cc1cccc(Nc2nnc(SCC(=O)c3ccc(O)cc3O)s2)c1	5	-3	10	2	0.0
1	0	6	1	COC(=O)c1ccc(NC(=O)CSc2nncn2-c2cccnc2)cc1	4	3	-15	-1	-0.8
0	16	6	3	CCCc1[nH]nc2c1C(c1ccncc1)C(C#N)=C(N)O2 (stereo not given)	0	-8	-11	-1	-0.6
30	.	.	-13	CNc1nc(NCCOc2ccccc2Cl)c2sccc2n1	10	-10	-7	11	.
1	-24	5	-9	Cc1sc(NC(=S)NC(=O)c2ccccc2)c(C#N)c1C	-1	4	0	-7	-0.8
